# Screens: PubChem, several laboratories
# NPY-Y1 PAM-ag – potentiates or activates human NPY-Y1 receptor. activation, % at 3.6 µM. P25929. AID 1304. 0.37% of 220,000 active. NPY-Y1 expressing cells, potentiator/agonist activation; in the data active = activation above about 33%, passing the limit was not always enough;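 also: cells stimulated with NPY at EC10 then isoproterenol at EC100; 0% = low agonist plus stimulus and 100% = saturating agonist plus stimulus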
# CHOP inh – blocks CHOP induction under ER stress. CHO-K1 CHOP-promoter luciferase, tunicamycin-induced, 15-18 h. 3.8% of 220,000 active. inhibition, % at 10 µM;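 active = compounds that reduced the stress-induced luciferase reporter signal by more than about 70% of percent inhibition, limit read from the data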;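 also: 0% = tunicamycin plus vehicle and 100% = wells without tunicamycin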
# EP2 mod – modulates human prostaglandin E2 receptor EP2 signaling; EP2-expressing cells, cAMP HTRF FRET, PGE2 co-stimulation; induction, % at 25 µM; 0.83% of 260,000 active;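 active = compounds whose cAMP rise, as percent of the full-agonist control response, exceeds 60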;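 also: rat C6 glioma line stably carrying human EP2 under a CMV promoter; the protocol text gives 20 µM as final concentration; 100% = response of wells given 1 µM PGE2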
# PGE2 EP2 inh – inhibitors of human EP2 prostaglandin E2 receptor; P43116; C6 glioma cells expressing human EP2, cAMP TR-FRET; cells stimulated with saturating PGE2; inhibition, % at 25 µM; 0.52% of 260,000 active; AID 1422;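 active = percent inhibition above 40 after rounding to a whole number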;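 also: rat C6 glioma host cells with rolipram phosphodiesterase inhibitor present; the protocol text gives 20 µM as final concentration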
# 14-3-3 Bad inh – disrupts binding of bovine 14-3-3 zeta to phospho-Bad peptide; TR-FRET 14-3-3zeta/Dy647-pBad peptide displacement, 1 h; inhibition, % at 21.7 µM; 0.71% of 220,000 active; AID 781;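 active = inhibition above about 70%, limit read from the data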;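 also: 0% = full 14-3-3 plus peptide FRET controls and 100% = background without 14-3-3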
# Target sequence (P63103 whole entry, looked up): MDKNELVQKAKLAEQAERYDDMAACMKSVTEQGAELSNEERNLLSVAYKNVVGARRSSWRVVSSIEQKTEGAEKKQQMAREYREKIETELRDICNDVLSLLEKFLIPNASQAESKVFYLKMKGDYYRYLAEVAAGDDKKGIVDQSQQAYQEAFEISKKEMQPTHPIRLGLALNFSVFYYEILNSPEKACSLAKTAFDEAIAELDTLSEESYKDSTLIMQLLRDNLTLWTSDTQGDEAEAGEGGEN
# TRPN1 ag – activates the zebrafish TRPN1 channel | HEK293 zebrafish TRPN1-YFP, Fluo-8 calcium fluorescence; 100% = response to 87 µM carbachol | activation, % at 3 µM | 0.18% of 220,000 active;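 active = activation above its plate's cutoff, the mean activation of test wells on that plate plus 3 SD, cut at about 19% in these data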;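 also: 0% = DMSO alone and 100% = 87 µM carbachol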
#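 Material – zebrafish TRPN1-YFP in HEK293 cells · Doses – 3 µM single point · Schedule – dye 1 h 37 °C plus 30 min RT · Signal – Fluo-8 calcium fluorescence, excitation 470-495 nm, emission 515-575 nm · Read-out – % activation versus carbachol response · Control set – carbachol high, DMSO low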
# TRPML3 agonist – agonists of human TRPML3 channel; Q8TDD5; HEK293 TRPML3-YFP, Fluo-8 calcium fluorescence; 100% = the carbachol control signal; activation, % at 3 µM; 0.29% of 220,000 active; AID 1448;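 active = activation above its plate's cutoff, the mean activation of the plate's test wells plus 3 SD, cut at about 12% in these data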;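 also: 0% = DMSO only wells and 100% = carbachol wells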
# Target sequence (Q8TDD5 whole entry, looked up): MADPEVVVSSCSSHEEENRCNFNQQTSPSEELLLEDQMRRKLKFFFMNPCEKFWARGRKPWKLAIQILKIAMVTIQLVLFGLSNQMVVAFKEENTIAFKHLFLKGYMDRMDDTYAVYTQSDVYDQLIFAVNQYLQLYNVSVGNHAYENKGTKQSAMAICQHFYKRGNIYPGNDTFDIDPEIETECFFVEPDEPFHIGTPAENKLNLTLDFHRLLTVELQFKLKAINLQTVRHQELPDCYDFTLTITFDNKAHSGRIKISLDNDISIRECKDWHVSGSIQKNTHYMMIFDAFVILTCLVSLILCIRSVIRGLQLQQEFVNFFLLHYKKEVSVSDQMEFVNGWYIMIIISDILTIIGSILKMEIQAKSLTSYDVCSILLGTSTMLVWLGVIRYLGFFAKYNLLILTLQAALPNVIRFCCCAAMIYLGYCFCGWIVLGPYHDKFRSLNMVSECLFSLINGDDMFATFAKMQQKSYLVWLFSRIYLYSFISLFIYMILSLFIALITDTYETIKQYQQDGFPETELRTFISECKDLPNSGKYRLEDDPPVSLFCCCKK
#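 Material: TRPML3-YFP stable HEK293 cells | Dosing: One concentration, 3 µM nominal, 0.3% DMSO | Timing: 125 s total fluorescence read per well | Technique: Fluo-8 calcium dye fluorescence, ex 470-495, em 515-575 nm | Measure: Percent activation from peak-to-basal fluorescence ratio, scaled between DMSO and carbachol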
# NPY Y1 blocker – blocks the human neuropeptide Y Y1 receptor; P25929; HEK293-CNG Y1 cells, membrane potential fluorescence; NPY at EC95, then isoproterenol; inhibition, % at 3.6 µM; 1% of 200,000 active; AID 1040;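 active = inhibition above the campaign mean inhibition of all tested compounds plus 3 SD, cut at about 20% in these data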;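 also: 0% = DMSO wells given NPY plus isoproterenol and 100% = isoproterenol alone without NPY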
#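 Test system: HEK293 cells co-expressing NPY Y1 receptor and cyclic-nucleotide gated channel; Also added: NPY (25 nM), isoproterenol (1 µM), Ro 20-1724 (25 µM); Compound dosing: one concentration, 3.6 µM, in 0.4% DMSO; Timing: dye 3 h, compound 60 min room temperature, stimulation 45 min; Technique: Membrane-potential fluorescent dye readout.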
# PPC-1+TRAIL kill – compounds killing PPC-1 cancer cells with TRAIL present (potentiator screen, no TRAIL-free arm); PPC-1 cells + TRAIL, ATPLite viability luminescence; cell killing (% activity), % at 4 µM; 0.41% of 220,000 active; AID 1443;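 active = cell killing above 50% in the first pass at 4 µM, then a duplicate retest at 5 µM averaging 50% or more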;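 also: plate controls were cells with TRAIL plus DMSO for no effect and medium-only wells lacking cells for full effect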
# * marks the source's active call; other numbers are inactive results; . = not tested or not shown; & = joins results of further samples; [ ] = dose if it differs, or a comment. Some of the compounds tested (hit frequency here may not be typical).
SMILES,NPY-Y1 PAM-ag,CHOP inh,EP2 mod,PGE2 EP2 inh,14-3-3 Bad inh,TRPN1 ag,TRPML3 agonist,NPY Y1 blocker,PPC-1+TRAIL kill
CN(Cc1ccccc1)C(=O)COc1ccc(Br)cc1Cl,0,15,6,7,-1,-1.7,-0.1,.,8
CC(/C=N/NC(=O)Cn1cnc2ccccc21)=C\c1ccccc1,-32,26,-69,6,-5[fluorescence artefact?],-1.2,-0.3,-2,24
COc1cccc(C(=O)Nc2c[nH]c(=O)[nH]c2=O)c1,9,-5,37,5,33,1.8,1.1,.,5
CC(=O)N1CCN(C(=O)CNc2cc(C(F)(F)F)ccc2OCC(F)(F)F)CC1,4,21,13,16,-5,1.0,1.3,0,-26
O=C(O)C1CCCCC1C(=O)NCCc1ccccc1 (centres undefined),1,-16,26,6,-6,0.6,0.2,6,8[5 µM]
Cc1cc(NC(=O)C(=O)NCc2cccc(Cl)c2)no1,-14,-3,-1,10,4,-0.8,0.1,.,11
COc1ccccc1NS(=O)(=O)c1cc([N+](=O)[O-])ccc1N/N=C/c1sc(N2CCOCC2)nc1-c1ccccc1,19,18,48,3,-9[fluorescence artefact?],1.8,1.2,-6,14
Nc1nc(Sc2ccc(C(F)(F)F)cn2)n[nH]1,1,-2,-2,5,0,0.7,0.4,-5,10
Cc1ccc(C(=O)OCC(=O)NCc2cccs2)cc1C,-3,10,-45,3,-4,-0.4,0.6,2,8
CCOc1cc(C(=O)OCC(=O)c2c(C)[nH]c3ccccc23)ccc1OCC(=O)N1CCOCC1,-6,6,-3,5,-10[fluorescence artefact?],3.2,2.0,-6,8
Cc1nc(N2CCCCC2)c2c(C)c(C(=O)Nc3ccccc3C(F)(F)F)sc2n1,-47,71*,17,9,-9,-2.8,-1.9,27*,7
O=S(=O)(Cc1ccccc1)Nc1ccc(S(=O)(=O)N2CCCC2)cc1,-14,-3,-32,5,-8,2.1,1.0,.,-19
COC(=O)C1=C(C(=O)OC)C(c2ccccc2O)c2sc(=O)[nH]c2S1 (centres undefined),2,-11,3,7,-5[fluorescence artefact?],-0.3,0.9,-2,25
CCCCn1c(=O)[nH]c(=O)c2c1nc(-c1ccccc1F)n2Cc1ccccc1,8,23,53,6,5,-3.0,-1.6,2,4
O=C(CCc1nc2cccnc2n1Cc1ccccc1)NCCc1ccc(Cl)cc1,3,30,-21,11,6,-1.0,-0.6,6,-22
O=C(C/C=N/OCc1ccc(Cl)cc1Cl)c1ccccc1,18,61,24,12,4,-0.9,-0.3,3,5
CSc1cccc(NC(=S)N(Cc2ccc(C)cc2)Cc2cccnc2)c1,4,7,35,5,-13,0.4,0.6,14,-3
Cc1ccc(-c2csc(NC(=O)C3CCN(S(=O)(=O)c4cccs4)CC3)n2)cc1,19,50,-21,9,-4,3.2,4.1,19,22
O=C(NCc1cccnc1)c1csc2c1CCCC2,-21,12,34,7,-10[fluorescence artefact?],-0.6,0.3,-1,-14
CN=Cc1cc(-c2ccccc2)sc1O,4,10,-29,11,-2[fluorescence artefact?],0.0,0.2,3,27
CN1CCC(OC(=O)COc2ccc(F)cc2)CC1,-7,-1,-11,7,18,1.5,0.4,4,4
COc1cc(-n2c3nc4ccccc4nc3c3c(=O)n(Cc4ccco4)cnc32)cc(OC)c1OC,3,.,.,.,.,-0.4,0.1,-3,.
CC(=O)c1c(C)nc(-c2ccccc2)nc1NC(=O)Cc1ccccc1,12,6,-24,4,-12,0.2,0.7,-7,33
CCc1nc(N2CCOCC2)c(C#N)c2c1CCCC2,-71,46,35,.,4,-1.1,0.1,-3,14
Cc1onc(-c2ccccc2)c1C(=O)Nc1ccnn1C1CCCCC1,-2,31,11,9,-3,-1.3,-0.9,5,24
CCCn1c(N2CCN(C(=O)Nc3ccccc3)CC2)nc2ccccc21,-14,5,-17,6,-10,2.6,0.2,-1,-1
CC1=CC=CC2=NC(=O)CC(C)(C(=O)N(CC(=O)NC(C)C)C3CCCC3)N12 (centres undefined),12,5,32,6,2,0.1,0.7,5,10
CC(C)N(Cc1ccccc1)C(=O)CCc1ccccc1,-9,5,38,3,-3,-2.4,-0.5,2,-2
CCN1C(=O)CSC1=NC12CC3CC(CC(C3)C1)C2,4,38,48,8,-3,-1.0,0.7,3,-21
COc1ccccc1CNC(=O)C1CCN(c2nc3ccccc3o2)CC1,13,5,-29,3,-3,1.0,-0.3,-4,21
CCCn1c(SCC(=O)Nc2nnc(-c3ccccc3)s2)nnc1-c1ccccn1,-12,39,-1,9,1[fluorescence artefact?],1.0,0.1,0,24
COc1ccc(/C=N/NC(C)(C)C)c(OC)c1,-17,3,-9,7,-1,1.0,0.4,-3,4
Cn1cccc1/C=C1\SC(=O)N(c2ccc(O)cc2)C1=O,-8,12,-24,8,-11,1.6,0.6,-1,24
O=C(CNC(=O)c1ccc(Cl)cc1)NCC(F)(F)F,10,14,11,7,-6,-0.4,1.0,0,23
CCOc1cc(/C=N/O)ccc1OCc1ccc([N+](=O)[O-])cc1,-20,5,-30,7,-22[fluorescence artefact?],-2.4,-0.1,3,20
O=C(NN1C(=O)C2C3C=CC([C@H]4CC34)[C@@H]2C1=O)c1ccc(Br)cc1 (some centres undefined),21,18,0,11,0,1.6,-0.1,.,-5
O=C(CCc1ccc(O)cc1)N/N=C/c1coc2ccccc2c1=O,-6,25,-14,16,2,0.3,0.5,.,4
CCOC(=O)C1CCCCN1Cc1ccc(C(F)(F)F)cc1 (centres undefined),-4,-4,27,21,51[fluorescence artefact?],-0.4,0.5,2,-7
CCc1ccccc1NC(=O)c1cnccn1,3,28,-9,7,2,-1.5,0.5,1,2
COc1ccccc1N1CC(C)(C)C(=O)N(C(=O)c2ccc(Cl)cc2)C1=S,-7,-47,-2,9,0,0.5,1.2,.,11
O=C(Nc1ccc(N2CCN(C(=O)c3ccc(Cl)cc3)CC2)cc1)c1cc2ccccc2o1,14,-4,-15,5,-4,0.3,0.8,-6,3
CCOCCCNc1nc2c(-c3ccccc3)nnn2c2ccccc12,-1,38,31,10,-2,-0.8,1.2,-4,-3
O=[N+]([O-])c1ccc(/C=N/Nc2cc(Cl)nc(-c3ccccc3)n2)cc1,-17,33,-12,.,12,0.6,-0.2,2,2
Cc1ccc(C(=O)Nc2ccc(NC(=O)c3cccs3)cc2)cc1[N+](=O)[O-],4,13,-14,11,19,-1.5,1.3,-1,2
COc1ccc(NC(=O)CN2C(=O)/C(=C3\SC(=S)N(C4CCS(=O)(=O)C4)C3=O)c3ccccc32)cc1 (centres undefined),18,9,16,8,60,0.8,0.7,.,12
Cc1ccc(-c2csc(/C(C#N)=C/Nc3ccccc3SC(F)(F)F)n2)c(C)c1,11,39,17,7,6,0.3,0.1,1,17
CC(=O)c1ccc(NC(=O)C2Cc3ccccc3CN2C(=O)c2ccccc2)cc1 (centres undefined),-4,-7,4,5,-3[fluorescence artefact?],1.4,0.0,6,-6
O=C1c2ccccc2C(=O)c2c1cccc2N1CCOCC1,15,4,21,.,-12[fluorescence artefact?],-2.4,-1.6,-3,2
COc1cc(C(=O)NC(=S)Nc2ccc3c(c2)C(=O)N(C)C3=O)cc(OC)c1OC,-4,8,-6,6,21[fluorescence artefact?],-0.6,0.4,-6,6
CCOC(=O)c1c(C)n(C)c2ccc(OCC(O)Cn3nc(C)c(Br)c3C)cc12 (centres undefined),-41,24,-7,5,3,-0.3,-0.6,12,-22
CCOC(=O)c1ccc(NC(=S)NNC(C)(C)C)cc1,-24,-53,-32,4,-2,2.5,0.5,.,0
O=c1cc2c(nn1Cc1cccc(Cl)c1)-c1ccccc1CC2,-54,95*,57,6,-6,-1.4,0.2,11,4
COc1ccc(C2Sc3nncn3N2Cc2ccc(C#N)cc2)cc1 (centres undefined),6,-2,3,9,-10,-0.3,-0.3,1,16
O=C(CSc1nc2ccccc2n1CCc1ccccc1)NC1CCS(=O)(=O)C1 (centres undefined),-5,-20,0,16,14,0.0,0.7,4,4
CN(C)c1ccc(P(=O)(OC2CCCCC2)C(O)c2cccnc2)cc1 (centres undefined),-1,4,27,10,-13,1.0,-0.3,-3,0
O=C(N/N=C/c1ccc2c(c1)OCO2)/C(=C/c1ccc2c(c1)OCO2)NC(=O)c1ccccc1,-72,3,-13,.,.,-1.1,-0.8,9,6
CCSC1=N/C(=C\c2ccc(OC)cc2)C(=O)N1,4,13,14,6,-5,-1.2,-0.2,-4,40
CSc1ccccc1C(=O)C1CCCN(C(=O)c2ccc(N3CCOCC3)cc2)C1 (centres undefined),-7,-2,-31,5,-1,3.6,2.4,0,8
O=C(NC1CCN(C(=O)NC2CCCCC2)CC1)c1ccco1,8,12,7,8,6,-0.6,0.2,-7,20
CCCCc1c(C)nc2ccccc2c1SCCC#N,-15,51,26,8,-8[fluorescence artefact?],-3.0,0.1,4,8
# Later entries:
SMILES,NPY-Y1 PAM-ag,CHOP inh,EP2 mod,PGE2 EP2 inh,14-3-3 Bad inh,TRPN1 ag,TRPML3 agonist,NPY Y1 blocker,PPC-1+TRAIL kill
CCc1c(C)nc(SCC(=O)c2cccs2)c(C#N)c1C,-28,27,-36,12,-16,-0.9,0.3,0,11
O=C(CSC1=N/C(=C/c2ccc(Cl)c(Cl)c2)C(=O)N1c1ccccc1F)NC1CC1,-5,-17,25,5,-20,1.4,0.6,-1,21
O=C(NCC1CCCO1)C(=O)N/N=C/c1ccc(O)c(Cl)c1 (centres undefined),16,10,-25,19,-3,-0.1,-0.2,.,6
O=C(NCC1CCCO1)C1CCN(S(=O)(=O)c2cccnc2)CC1 (centres undefined),0,-8,12,8,-15,1.1,0.3,5,23
CCOCCCNc1c2c(nc3cc(-c4ccc(F)cc4)nn13)CCC2,22,-3,14&4,10&7,66,1.4,0.9,3,5
CCc1ccccc1N1CC23C=CC(O2)C(C(=O)O)C3C1=O (centres undefined),-5,9,5&-5,7&5,4[fluorescence artefact?],1.7,1.1,0,6
O=C1/C(=C/c2cccnc2)Oc2cc(OS(=O)(=O)c3ccc(Cl)cc3)ccc21,-18,78*,-29,8,2[fluorescence artefact?],-0.3,0.5,-4,28

# Rewritten with tabs: part of the list above.
mol	NPY-Y1 PAM-ag	CHOP inh	EP2 mod	PGE2 EP2 inh	14-3-3 Bad inh	TRPN1 ag	TRPML3 agonist	NPY Y1 blocker	PPC-1+TRAIL kill
CCOCCCNc1c2c(nc3cc(-c4ccc(F)cc4)nn13)CCC2	22	-3	14&4	10&7	66	1.4	0.9	3	5
CCc1ccccc1N1CC23C=CC(O2)C(C(=O)O)C3C1=O (centres undefined)	-5	9	5&-5	7&5	4[fluorescence artefact?]	1.7	1.1	0	6
O=C1/C(=C/c2cccnc2)Oc2cc(OS(=O)(=O)c3ccc(Cl)cc3)ccc21	-18	78*	-29	8	2[fluorescence artefact?]	-0.3	0.5	-4	28
